Assay outcomes (PubChem BioAssay)
SENP6 block = SENP6 protease inhibitors, primary screen, biochemical, luminescence, uHTS | AID 2599, 2010 | Sentrin-specific protease 6 (Homo sapiens), Q9GZR1 | inhibition, % at 10 µM | 1.8% of 330,000 active | Recombinant SENP6 catalytic domain, aminoluciferin luminescence;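 active = inhibition above about 50% at the single tested dose, limit read from the data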;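 also: plate controls were DMSO wells with enzyme for no effect and DMSO wells lacking enzyme for full effect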
Target sequence (Q9GZR1 628-1112 limits assumed): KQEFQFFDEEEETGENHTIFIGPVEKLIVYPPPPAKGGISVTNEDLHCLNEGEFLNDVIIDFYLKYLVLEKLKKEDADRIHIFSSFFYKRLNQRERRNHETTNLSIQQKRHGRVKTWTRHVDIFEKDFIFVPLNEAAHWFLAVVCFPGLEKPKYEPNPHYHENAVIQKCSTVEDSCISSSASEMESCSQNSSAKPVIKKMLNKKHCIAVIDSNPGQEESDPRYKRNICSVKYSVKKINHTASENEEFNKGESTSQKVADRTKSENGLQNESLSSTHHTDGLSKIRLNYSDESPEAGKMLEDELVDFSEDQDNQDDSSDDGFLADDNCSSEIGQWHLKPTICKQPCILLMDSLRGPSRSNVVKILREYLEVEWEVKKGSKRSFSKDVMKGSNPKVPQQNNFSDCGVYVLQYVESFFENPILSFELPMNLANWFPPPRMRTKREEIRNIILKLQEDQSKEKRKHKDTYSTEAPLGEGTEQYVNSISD
HKDC1 inh = HKDC1 hexokinase inhibitors, primary screen, biochemical, fluorescence, uHTS. Q2TB90. recombinant HKDC1, G6PDH/diaphorase resazurin coupled fluorescence. inhibition, % at 20 µM. 0.16% of 340,000 active. AID 493160, 2011;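 active = inhibition above about 35% when tested at 20 µM, limit read from the data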;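 also: plate controls were DMSO wells with enzyme for no effect and DMSO wells lacking enzyme for full effect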
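Material: recombinant HKDC1 hexokinase; Amount: HKDC1 at 5 µg/mL; Medium: Tris pH 8.0 buffer with MgCl2, Tween-20, BSA, BME; Schedule: 90 min reaction incubation at room temperature, dark; Technique: coupled resazurin fluorescence, excitation 525 nm, emission 613 nm.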
SENP7 block = SENP7 protease inhibitors, primary screen, biochemical, luminescence, uHTS. recombinant SENP7, Z-RLRGG-aminoluciferin luminescence, 40 min. Sentrin-specific protease 7 (Homo sapiens), Q9BQF6. AID 434973, 2010. inhibition, % at 5 µM. 1.5% of 330,000 active;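 active = inhibition above about 50% at the single test dose, limit read from the data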;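 also: plate controls were DMSO with enzyme for no effect and no enzyme buffer wells for full effect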
Target sequence (Q9BQF6 706-1050 limits assumed): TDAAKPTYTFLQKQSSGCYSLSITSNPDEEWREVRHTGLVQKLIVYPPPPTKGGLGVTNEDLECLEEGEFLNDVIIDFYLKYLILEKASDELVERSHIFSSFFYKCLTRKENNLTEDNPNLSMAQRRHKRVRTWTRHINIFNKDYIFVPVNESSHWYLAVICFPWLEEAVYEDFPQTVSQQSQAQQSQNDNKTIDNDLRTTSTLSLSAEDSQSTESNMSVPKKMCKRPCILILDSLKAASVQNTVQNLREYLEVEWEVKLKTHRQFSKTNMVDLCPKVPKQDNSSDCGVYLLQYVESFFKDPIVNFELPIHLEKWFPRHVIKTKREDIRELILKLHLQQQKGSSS
Apaf-1 inh = inhibitors of human Apaf-1 apoptosome, primary screen, biochemical, DEVD-Rh110 fluorescence, uHTS; Apoptotic protease-activating factor 1 (Homo sapiens), O14727; reconstituted apoptosome caspase-3 activity; inhibition, % at 20 µM; 0.71% of 330,000 active; AID 489030, 2010; active = inhibition of at least 40% at 20 µM;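 also: plate controls were DMSO wells for no effect and DEVD-CHO caspase inhibitor wells for full effect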
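System: reconstituted apoptosome with Apaf-1, cytochrome c, caspase-9, procaspase-3, dATP; Signal: Rh110 fluorescence intensity; Schedule: 30 min compound preincubation, 50 min activation, room temperature; Reagent: cytochrome c trigger plus (Z-DEVD)2-Rh110 caspase-3 substrate.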
SENP1 inh = human SENP1 catalytic domain inhibitors, primary screen, biochemical, FRET, uHTS | inhibition, % at 10 µM | Sentrin-specific protease 1 (Homo sapiens), Q9P0U3 | recombinant SENP1 catalytic domain, CyPet-SUMO1-YPet FRET cleavage | 0.21% of 360,000 active | AID 624204, 2012;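 active = inhibition at least 30% at 10 µM, raw YFP signal under a set limit, fluorescence ratio 0.5 to 1.5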;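 also: 0% = enzyme with DMSO and 100% = no enzyme wells; some results filed as inactive read as strong as hits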
Target sequence (Q9P0U3 419-644 limits assumed): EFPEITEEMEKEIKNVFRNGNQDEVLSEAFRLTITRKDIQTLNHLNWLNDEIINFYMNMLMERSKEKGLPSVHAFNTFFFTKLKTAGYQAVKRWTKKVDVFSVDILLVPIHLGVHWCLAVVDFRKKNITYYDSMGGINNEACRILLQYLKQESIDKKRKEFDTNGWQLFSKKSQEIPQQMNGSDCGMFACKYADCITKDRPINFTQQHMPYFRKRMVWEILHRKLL
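Assay system: hSENP1 catalytic domain, recombinant. Amount: SENP1 enzyme, 20 pM final. Schedule: 50 min reaction, RT, dark. Technique: FRET, CFP and YFP emission. Control set: no-enzyme wells low, DMSO-plus-enzyme wells high control.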
SENP8 block-1 = SENP8 protease inhibitors, primary screen, biochemical, luminescence | Sentrin-specific protease 8 (Homo sapiens), Q96LD8 | purified SENP8, Z-RLRGG-aminoluciferin cleavage | inhibition, % at 10 µM | 1.2% of 330,000 active | AID 2540, 2010; in the data active = inhibition above about 50%
PfGluPho inh = PfG6PD enzyme inhibitors, primary screen, biochemical, fluorescence intensity, uHTS; PfGluPho enzyme, NADPH resazurin-diaphorase fluorescence; inhibition, % at 20 µM; 0.78% of 350,000 active;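 active = inhibition reaching at least a set limit at 20 µM in the primary screen, cut at about 59% in these data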;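 also: 0% = DMSO wells with substrate and 100% = DMSO wells lacking glucose-6-phosphate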
SENP8 block-2 = human SENP8 protease inhibitors, primary screen, biochemical, fluorescence, Nedd8 protein substrate, uHTS; recombinant SENP8; inhibition, % at 20 µM; 0.64% of 360,000 active; AID 602440, 2012; in the data active = inhibition mostly above about 40%, no sharp cut-off; inactive = mostly below about 27%
NLRP3 yeast inh = NALP3 inflammasome inhibitors in reconstituted yeast, primary screen, luminescence, uHTS | Yeast reconstituted NLRP3/ASC/caspase-1, beta-gal luminescence, 24 h | inhibition, % at 10 µM | 0.39% of 330,000 active | AID 2825, 2010;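 active = inhibition of 50% or more; inactive = inhibition below 50%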;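 also: plate controls were induced DMSO wells for no effect and uninduced yeast grown without galactose for full effect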
Active calls of the source: *; i = inactive; . = not tested or not shown.

SMILES	SENP6 block	HKDC1 inh	SENP7 block	Apaf-1 inh	SENP1 inh	SENP8 block-1	PfGluPho inh	SENP8 block-2	NLRP3 yeast inh
O=C(NC1(O)C(=O)c2ccccc2C1=O)c1ccccc1	70*	-17	63*	94*	3	65*	14	99*	16
COC(=O)c1ccc(C(=O)OC)c(NC(=O)c2cccnc2)c1	-11	-7	-18	5	-17	-9	-13	-363	14
O=C(O)C(Oc1ccc2ccccc2c1)c1ccccc1 (stereo not drawn)	-26	-4	6	-8	0	0	-11	8	10
CCOC(=O)c1cnc(-n2nc(C)cc2C)nc1NNc1nc(-c2ccccc2)cc(-c2ccccc2)n1	1	-16	4	5	2	4	-12	23	4
COc1cc(C2NC(=S)NC3=C2CCc2ccccc23)cc(OC)c1OC (stereo not drawn)	-19	5	1	-1	1	0	19	-56	-3
O=C(O)Cc1sc(Nc2ccccc2)nc1-c1cccs1	21	0	-11	-3	-38	0	-8	-148	-9
CCCOc1ccc(/C=C/c2c([N+](=O)[O-])c(=O)n(C)c(=O)n2C)cc1	5	-3	-6	11	0	8	-10	8	41
Nc1nccc(/C=C/c2ccc(Cl)cc2)n1	80*	0	75*	-6	2	75*	4	-443	4
Cc1nc2scc(-c3ccccc3)c2c(=O)n1N	-1	-13	5	0	-2	-1	-20	22	16
NS(=O)(=O)c1ccc(CCNC(=O)COC(=O)c2ccc([N+](=O)[O-])o2)cc1	16	-2	7	2	1	14	18	47*	11
CC(C)(C)/C(Cn1cncn1)=N\OC(=O)Nc1ccc(Cl)cc1	-3	-7	-5	-3	0	-14	-6	16	-2
O=C(C1CCN(S(=O)(=O)c2cccnc2)CC1)N1CCCCC1	4	-7	-4	-34	3	5	8	18	16

Records listed above that bear a hit mark in SENP7 block.
SMILES | SENP6 block | HKDC1 inh | SENP7 block | SENP1 inh | PfGluPho inh | SENP8 block-2 | NLRP3 yeast inh
O=C(NC1(O)C(=O)c2ccccc2C1=O)c1ccccc1 | 70* | -17 | 63* | 3 | 14 | 99* | 16
Nc1nccc(/C=C/c2ccc(Cl)cc2)n1 | 80* | 0 | 75* | 2 | 4 | -443 | 4

Continuation.
SMILES	SENP6 block	HKDC1 inh	SENP7 block	Apaf-1 inh	SENP1 inh	SENP8 block-1	PfGluPho inh	SENP8 block-2	NLRP3 yeast inh
Cc1ccnc(NC(=O)c2sc3cc(Cl)ccc3c2Cl)c1	0	-6	8	4	-2	8	-12	8	3
COc1ccc(C)cc1Cn1nnc2ccccc21	5	-5	4	11	0	5	-10	12	-17
CN(C)CC(C)(C)CNC(C(=O)Nc1ccc(Cl)cc1C(F)(F)F)c1ccccc1 (stereo not drawn)	5	-3	1	4	1	-3	0	16	17
O=c1c(S(=O)(=O)c2ccc(Cl)cc2)cn(Cc2ccccc2)c2ccc(F)cc12	2	2	-5	-1	1	1	0	8	10
COc1cccc(-c2nn(-c3ccccc3)cc2C(=O)O)c1	-8	-4	1	-2	0	-1	-25	14	-3
COc1cc(C(=O)NNC(=O)CSc2nnc3ccccn23)cc(OC)c1OC	5	-4	6	-11	0	-3	-2	-6	8
COc1cc(-c2nc3ccc4ccccc4c3c3c2CCC3)cc(OC)c1OC	2	1	-2	24	0	9	21	i	6
CCc1ccc(S(=O)(=O)NCc2ccc(N3CCN(C)CC3)cc2)cc1	-12	-1	7	5	4	0	-11	2	12
Cc1cc(C)c2c(=O)n(CC(=O)Nc3cccc(Cl)c3C)sc2n1	-5	-1	1	-20	3	1	106*	19	15
CN(C)S(=O)(=O)c1ccc(C(=O)Nc2ccc(CN3CCCC3)cc2)cc1	3	-3	-1	-5	0	-1	-14	27	17
CCOC(=O)C1=NNC(C(=O)O)C1c1ccccc1 (stereo not drawn)	.	-7	.	.	3	.	9	13	.
CCCCCCCCNCCS(=O)(=O)NCc1ccccc1	.	-4	.	.	-2	.	15	3	.
COc1cc(OC)cc(C(=O)Nc2ccc(-c3nc4ccccc4o3)c(O)c2)c1	-38	-7	1	9	-17	-8	-4	-268	10
Cc1ccc(CC2SC(=Nc3ccccc3)N(c3ccccc3)C2=O)cc1 (stereo not drawn)	5	6	9	13	-1	1	8	18	10
O=C(NCc1ccc(F)cc1)c1cccc2c1C(=O)N(Cc1cccnc1)C2	-5	2	-5	-4	-1	11	-27	27	1
O=C(NCc1ccc(F)cc1)c1ccc[nH]1	1	-8	7	-3	2	4	2	14	14
Cc1cccc(C)c1NC(=O)CN(C)S(=O)(=O)c1ccc(-c2ccc(=O)[nH]n2)s1	-8	1	-2	7	1	3	9	-9	1
O=C(N/N=C/c1cc([N+](=O)[O-])ccc1O)NC12CC3CC(CC(C3)C1)C2	40	-8	-8	17	-3	30	-4	20	20
Cc1ccc(C2=NCCn3c2c2ccccc2[n+]3[O-])cc1	-12	2	4	1	-2	-5	9	7	10
CCOc1ccccc1-n1c(SCC(=O)Nc2ccc(CC)cc2)nc2n[nH]c(C)c2c1=N	-8	-7	-2	6	.	3	-16	.	18
O=C(NCC1CCCO1)c1onc(CSc2cccc(Cl)c2)c1C(=O)O (stereo not drawn)	-10	-3	-2	8	2	1	-14	6	14
C/C(CC(=O)NCCc1ccccc1)=N\NC(=O)COc1ccc(Br)cc1	-11	-3	11	9	-1	-4	-11	2	10
CC(=O)Nc1cccc2c1C(=O)NC2=O	-4	-3	2	-9	1	5	-9	-485	8
CCOCCc1nnc(NC(=O)CCC2CCCCC2)s1	14	-1	-4	-8	1	-2	7	16	1

Entries of single compounds, looked up by structure:
O=C(NCc1ccc(F)cc1)c1ccc[nH]1 as listed: SENP6 block: 1; HKDC1 inh: -8; SENP7 block: 7; Apaf-1 inh: -3; SENP1 inh: 2; SENP8 block-1: 4; PfGluPho inh: 2; SENP8 block-2: 14; NLRP3 yeast inh: 14
Cc1ccc(C2=NCCn3c2c2ccccc2[n+]3[O-])cc1 as listed: SENP6 block: -12; HKDC1 inh: 2; SENP7 block: 4; Apaf-1 inh: 1; SENP1 inh: -2; SENP8 block-1: -5; PfGluPho inh: 9; SENP8 block-2: 7; NLRP3 yeast inh: 10

Continued:
SMILES	SENP6 block	HKDC1 inh	SENP7 block	Apaf-1 inh	SENP1 inh	SENP8 block-1	PfGluPho inh	SENP8 block-2	NLRP3 yeast inh
COc1ccc(S(=O)(=O)Cc2ccc(C(=O)N3CCC(C(N)=O)CC3)o2)cc1	-10	-5	5	-4	0	-1	3	-1	-19
O=c1ccc(/C=C/c2ccccc2)nn1Cc1ccc(Cl)cc1Cl	-29	4	-18	28	1	-1	21	-414	19
COC(=O)c1c(C(C)=O)cnc2ccc(Br)cc12	-9	-1	3	1	3	5	-2	20	-1
O=C(NC(=S)Nc1ccc(Cc2ccncc2)cc1)c1ccccc1F	7	0	-2	2	3	-1	0	38	15
N#CC1=C(N)SC(N)=C(C#N)C1c1ccc(C(F)(F)F)cc1	-2	.	0	3	.	3	.	.	19
O=C(COC(=O)/C=C/c1ccc(OC(F)F)cc1)Nc1ccc(N2CCOCC2)cc1	-14	-8	-3	0	3	15	-2	4	21
O=C(Cc1c(F)cccc1Cl)NNC(=O)c1ccco1	3	-6	4	-7	1	2	8	9	6
CC(C)(C)c1ccc(/C=C/C(=O)Nc2ccncc2)cc1	36	-3	13	26	0	-2	14	10	17
CC(C)(C)NCCC(O)c1cc(C(F)(F)F)nc2c(C(F)(F)F)cccc12 (stereo not drawn)	.	1	.	.	1	.	0	5	.
COc1ccc(-n2c(Cn3c(=O)sc4ccccc43)nnc2SC)cc1	9	-9	6	3	3	4	8	22	17
CCN(CC(=O)Nc1ccc2c(c1)OCCO2)CC(=O)Nc1ccc(C)c([N+](=O)[O-])c1	2	-1	2	4	2	7	5	22	24
COc1ccc(NC(=O)CN(c2cc(C)cc(C)c2)S(=O)(=O)c2c(C)noc2C)cc1	-17	2	2	16	2	-8	-7	7	0
CCCOc1ccc(N2C(=O)CC(NCC(=O)OCC)C2=O)cc1 (stereo not drawn)	-8	-4	-6	2	3	-2	0	20	10
C=CCN(CC=C)C(=O)c1cccc(OC2CCN(S(=O)(=O)N(C)C)CC2)c1	-2	-4	0	8	2	5	8	9	14
CN(CC(=O)Nc1ccc(F)cc1)CC(=O)Nc1ccc(F)c(F)c1F	9	1	-9	-2	1	-1	-8	-2	2
CC(=O)Nc1nc(-c2ccccc2)ns1	25	-1	6	0	1	-3	-8	17	7
CCCCCCN=CC1=C(O)C(C(=O)OC)C(C)(C)CC1=O (stereo not drawn)	-13	-6	-2	2	3	-5	-3	24	12
CC(=O)c1ccc(N2CCN(S(=O)(=O)c3c(C(=O)N4CCCC4)c(C)n(C)c3C)CC2)cc1	-8	-5	27	-12	5	-11	1	-37	12
CCCCN(CC)C(=O)/C=C/c1cccc([N+](=O)[O-])c1	3	-1	5	-8	3	8	-9	24	9
Cc1ccc(C(C)C)c(OCC(O)CN(C)Cc2ccccc2)c1 (stereo not drawn)	1	-3	5	12	0	6	13	22	17
O=C(CN1C(=O)COc2ccc(Cl)cc21)NCC1CCCO1 (stereo not drawn)	-5	3	9	12	2	4	-9	7	3
CCc1csc(CCNC(=O)C2CCC(=O)N(Cc3ccccc3F)C2)n1 (stereo not drawn)	8	-2	6	-10	-2	1	-3	5	11
Cn1cccc1-c1cc(C(=O)N/N=C/c2ccccc2Cl)[nH]n1	43	1	34	7	5	39	11	16	14
C=CCOc1ccc(/C=C/C(=O)OCC(=O)NCCC2=CCCCC2)cc1	-1	-5	-5	15	-2	-5	20	1	8
FC(F)(F)c1cc(Cl)c2nnc(-c3cccnc3)n2c1	0	-3	-1	2	-2	3	-16	-8	0
O=c1nc2ccc(Cl)cn2c2ccc(S(=O)(=O)N3CCCCC3)cc12	-1	-4	0	18	-23	4	-3	-271	-4
COc1cc(C(=O)O/N=C(\N)c2ccc([N+](=O)[O-])cc2)cc(OC)c1OC	-17	-7	-2	-20	1	-5	0	22	-45
CS(=O)(=O)c1[nH]nc(-c2ccccc2Cl)c1C#N	-3	-2	2	-21	4	-8	-12	1	18
CCC(C)(C)C1CCC2(CC1)NC(=O)N(CC(=O)N1CCN(S(=O)(=O)c3cc(C)ccc3C)CC1)C2=O (stereo not drawn)	28	4	2	14	0	-2	-14	2	26
CCOC(=O)N1CCN(Cc2c(F)cccc2Cl)CC1	-8	-13	1	-16	2	3	-5	9	0
CCC(NC(=O)c1cc(COc2cncc(Cl)c2)on1)c1ccncc1 (stereo not drawn)	1	-2	0	-6	-2	4	1	10	8
